# NR3A LBD binder – modulators (binders) of human NR3A ligand-binding domain | NR3A LBD differential scanning fluorimetry, Tm shift; 0% = protein alone, 100% = glycine-bound protein | Tm shift relative to glycine control, % at 25 µM | 340,000 tested, 2.5% active | AID 1259313;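 active = melting temperature shift of at least 10% of the positive control shift, at one fixed dose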
# SENP6 inh – blocks the human protease SENP6; Q9GZR1; Recombinant SENP6 catalytic domain, aminoluciferin luminescence; 330,000 tested, 1.8% active; inhibition, % at 10 µM;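 active = inhibition above about 50% at the single tested dose, limit read from the data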;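 also: plate controls were DMSO wells with enzyme for no effect and DMSO wells lacking enzyme for full effect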
# ATG4B inhibitor – ATG4B (human) cysteine protease inhibition; Q9Y4P1; ATG4B cleavage of LC3-PLA2, NBD-HPC fluorescence, 1 h; inhibition, % at 8.33 µM; 340,000 tested, 0.51% active; AID 504462; in the data active = inhibition above about 40%
# SENP1 inh – SENP1 (human) catalytic domain inhibition. inhibition, % at 10 µM. recombinant SENP1 catalytic domain, CyPet-SUMO1-YPet FRET cleavage. Q9P0U3. 360,000 tested, 0.21% active. AID 624204;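 active = inhibition at least 30% at 10 µM, raw YFP signal under a set limit, fluorescence ratio 0.5 to 1.5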;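 also: 0% = enzyme with DMSO and 100% = no enzyme wells; some results filed as inactive read as strong as hits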
# Target sequence (Q9P0U3 419-644 limits assumed): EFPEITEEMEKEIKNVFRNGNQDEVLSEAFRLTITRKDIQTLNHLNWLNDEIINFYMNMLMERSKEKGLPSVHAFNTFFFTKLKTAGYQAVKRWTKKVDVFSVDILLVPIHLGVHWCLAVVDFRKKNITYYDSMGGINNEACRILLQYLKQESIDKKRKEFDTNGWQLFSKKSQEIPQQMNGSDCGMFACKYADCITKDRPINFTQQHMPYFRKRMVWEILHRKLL
#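 Assay system: hSENP1 catalytic domain, recombinant. Amount: SENP1 enzyme, 20 pM final. Schedule: 50 min reaction, RT, dark. Technique: FRET, CFP and YFP emission. Control set: no-enzyme wells low, DMSO-plus-enzyme wells high control.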
# PfGluPho inh – PfG6PD (Plasmodium falciparum) enzyme inhibition. PfGluPho enzyme, NADPH resazurin-diaphorase fluorescence. inhibition, % at 20 µM. 350,000 tested, 0.78% active. AID 504690;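 active = inhibition reaching at least a set limit at 20 µM in the primary screen, cut at about 59% in these data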;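 also: 0% = DMSO wells with substrate and 100% = DMSO wells lacking glucose-6-phosphate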
# SENP8 inh – blocks human SENP8 cleavage of Nedd8 substrate; recombinant SENP8, Nedd8 substrate fluorescence; inhibition, % at 20 µM; 360,000 tested, 0.64% active; AID 602440; in the data active = inhibition mostly above about 40%, no sharp cut-off; inactive = mostly below about 27%
# Target sequence (Q96LD8 whole entry, looked up): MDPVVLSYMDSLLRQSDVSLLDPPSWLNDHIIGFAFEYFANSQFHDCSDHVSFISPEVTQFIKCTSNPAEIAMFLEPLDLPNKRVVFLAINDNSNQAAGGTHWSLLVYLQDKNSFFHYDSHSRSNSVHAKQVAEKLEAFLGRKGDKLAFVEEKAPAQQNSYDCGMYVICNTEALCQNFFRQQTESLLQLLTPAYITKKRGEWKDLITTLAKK
# hIAP activ – human IAP activation; AID 2524; purified human IAP, CDP-Star luminescence, 30 min; stronger effect = higher value; 1 = vehicle-only enzyme, 0 = enzyme-free background; P09923; 330,000 tested, 0.16% active; activation factor at 10 µM;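 active = activation factor of the enzyme at least 2-fold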; also: the source names both 10 and 20 µM as test concentration; values of inactives mirror those of a sister screen read the other way
# Target sequence (P09923 whole entry, looked up): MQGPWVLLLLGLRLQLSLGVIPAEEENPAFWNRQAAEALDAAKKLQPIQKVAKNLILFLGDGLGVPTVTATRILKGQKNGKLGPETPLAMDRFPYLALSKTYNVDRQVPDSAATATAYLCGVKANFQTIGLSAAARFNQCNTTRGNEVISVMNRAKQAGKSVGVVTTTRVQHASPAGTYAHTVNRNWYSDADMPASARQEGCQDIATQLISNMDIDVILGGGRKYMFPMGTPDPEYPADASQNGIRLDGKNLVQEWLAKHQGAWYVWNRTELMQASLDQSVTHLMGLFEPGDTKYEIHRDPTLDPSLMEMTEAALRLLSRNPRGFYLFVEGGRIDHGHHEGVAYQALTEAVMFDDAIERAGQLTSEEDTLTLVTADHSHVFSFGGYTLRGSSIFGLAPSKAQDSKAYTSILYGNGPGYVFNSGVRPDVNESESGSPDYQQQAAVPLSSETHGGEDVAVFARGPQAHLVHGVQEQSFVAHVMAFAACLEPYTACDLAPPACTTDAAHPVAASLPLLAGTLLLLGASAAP
# MPTP block – blocks calcium-induced mitochondrial swelling | isolated mouse mitochondria, Ca2+ swelling absorbance, 30 min | inhibition, % at 10 µM | 360,000 tested, 1.4% active | AID 602449;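 active = inhibition of 50% or more, scaled per plate between neutral and stimulator controls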;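 also: 0% = DMSO wells given calcium and 100% = 1 mM EGTA wells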
# * = called active by the depositor; x = not tested or not shown; & = joins results of further samples.
(1) COc1cc(NS(=O)(=O)c2ccc(C)c(C)c2)c(OC)cc1Cl
(2) COc1ccc(-n2c(COc3cccc4ccccc34)nnc2SCC#N)cc1
(3) CCNC(=S)N/N=C/c1cccc(OCc2c(F)cccc2Cl)c1
(4) Cc1cc(C)c(NC(=O)CSc2nc3ncc(Br)cc3[nH]2)c(Cl)c1
(5) O=C(CSc1nc(=O)n2ccccc2n1)Nc1ccc2c(c1)OCO2
(6) CCCn1c(=O)c(C(=O)Nc2ncccc2O)c(O)c2ccccc21
(7) O=C(C1=C[C@@H](c2coc3ccccc3c2=O)C[C@@H](OCc2ccc(CO)cc2)O1)N1CCOCC1
(8) CC(C)[C@H](NC(=O)c1nn(Cc2ccccc2)c(=O)c2ccccc12)C(=O)O
Compound	1	2	3	4	5	6	7	8
SENP1 inh	0	1	2	0	2	-3	2	1
NR3A LBD binder	-8	0	-7	-1	-1	-4	-1	-1
SENP6 inh	8	-6	-3	-10	-10	10	11	2
PfGluPho inh	-15	15	60*	11	3	-23	-4	-10
ATG4B inhibitor	4	-17	-2	7	-4	0	-9	5
hIAP activ	0.89	0.89	0.91	1.5	1	1.1	1.1	1
SENP8 inh	19	16	4	5	9	20	-3	7
MPTP block	28	-1.5	2.0	2.2	-1.8	4.2	0.0	-0.3

(9) Clc1ccc(OCc2cnc(Cl)s2)cc1
(10) CCCN(C(=O)CCCSc1nc2ccccc2[nH]1)c1c(N)n(Cc2ccccc2)c(=O)[nH]c1=O
(11) COC(=O)c1ccc(NC(=O)CSc2nnc(COc3c(C)cccc3C)o2)cc1
(12) O=C1c2ccccc2C(=O)N1c1ccccc1
(13) COC(=O)C1=C(C)NC(C)=C([N+](=O)[O-])C1c1ccccc1C(F)(F)F (configuration not stated)
(14) CCN1CC(C)C(O)(c2ccccc2)CC1C (configuration not stated)
(15) CCCCCCCC(=O)NNC(=O)Cc1ccccc1
(16) COc1ccccc1CNS(=O)(=O)CCNC1CCCCC1
Compound	9	10	11	12	13	14	15	16
SENP1 inh	1	-5	3	1	-5&-7	2	2	-1
NR3A LBD binder	4	-5	-3	-1	-24&-15	-4	-2	0
SENP6 inh	-12	-10	-18	x	-5&-1	-6	1	x
PfGluPho inh	-7	2	-11	0	14&43	-5	-4	-7
ATG4B inhibitor	10	-1	5	-1	4&-1	-4	2	x
hIAP activ	1.1	1.2	1	x	0.98&0.98	0.87	0.9	x
SENP8 inh	20	-383	23	42*	-5&-43	27	7	-2
MPTP block	-0.2	0.0	1.1	1.1	-0.7&1.3	-1.8	-1.7	-0.2

# Records listed above printed as active in SENP8 inh:
(12) O=C1c2ccccc2C(=O)N1c1ccccc1
Compound	12
SENP1 inh	1
NR3A LBD binder	-1
SENP6 inh	x
PfGluPho inh	0
ATG4B inhibitor	-1
hIAP activ	x
SENP8 inh	42*
MPTP block	1.1

# Continuation:
(17) O=C(CCc1ccc(S(=O)(=O)NC2CCCCC2)cc1)NCc1ccccc1
(18) CC(=O)N1CCN(C(=O)c2ccc(Cl)c(S(=O)(=O)N3CCCC3)c2)CC1
(19) C=CCn1c(C)cc(C(=O)Cn2ncc(Cl)c(Cl)c2=O)c1C
(20) CCn1cc(CN2CCc3c([nH]c4ccccc34)C2c2cccc(OC)c2OC)c(C)n1 (configuration not stated)
(21) COC(=O)c1sc(S(=O)(=O)NC(C)C(=O)O)c(C(=O)OC)c1C (configuration not stated)
(22) COC(CNc1cc(=O)oc2ccccc12)OC
(23) CN(c1ccccc1)S(=O)(=O)c1cc(C(=O)Nc2ccccc2N2CCOCC2)ccc1Cl
(24) CC(C)(C)n1ncc2c(=O)n(Cc3cc(F)c(Cl)cc3Cl)cnc21
Compound	17	18	19	20	21	22	23	24
SENP1 inh	1	1	4	-53	-1	3	1	0
NR3A LBD binder	-6	1	-6	-2	0	0	0	0
SENP6 inh	2	-20	x	15	-7	-4	x	-3
PfGluPho inh	-12	-22	1	-19	1	6	3	11
ATG4B inhibitor	8	1	8	21	-10	-9	1	-6
hIAP activ	0.89	0.95	x	0.89	1.2	1	x	1.1
SENP8 inh	21	7	10	-36	1	19	17	3
MPTP block	3.7	0.4	0.9	0.0	0.6	-2.4	-0.9	11

# Ordered by SMILES length (low to high): ten of the compounds above.
(22) COC(CNc1cc(=O)oc2ccccc12)OC
(15) CCCCCCCC(=O)NNC(=O)Cc1ccccc1
(16) COc1ccccc1CNS(=O)(=O)CCNC1CCCCC1
(19) C=CCn1c(C)cc(C(=O)Cn2ncc(Cl)c(Cl)c2=O)c1C
(17) O=C(CCc1ccc(S(=O)(=O)NC2CCCCC2)cc1)NCc1ccccc1
(21) COC(=O)c1sc(S(=O)(=O)NC(C)C(=O)O)c(C(=O)OC)c1C (configuration not stated)
(11) COC(=O)c1ccc(NC(=O)CSc2nnc(COc3c(C)cccc3C)o2)cc1
(18) CC(=O)N1CCN(C(=O)c2ccc(Cl)c(S(=O)(=O)N3CCCC3)c2)CC1
(20) CCn1cc(CN2CCc3c([nH]c4ccccc34)C2c2cccc(OC)c2OC)c(C)n1 (configuration not stated)
(23) CN(c1ccccc1)S(=O)(=O)c1cc(C(=O)Nc2ccccc2N2CCOCC2)ccc1Cl
Compound	22	15	16	19	17	21	11	18	20	23
SENP1 inh	3	2	-1	4	1	-1	3	1	-53	1
NR3A LBD binder	0	-2	0	-6	-6	0	-3	1	-2	0
SENP6 inh	-4	1	x	x	2	-7	-18	-20	15	x
PfGluPho inh	6	-4	-7	1	-12	1	-11	-22	-19	3
ATG4B inhibitor	-9	2	x	8	8	-10	5	1	21	1
hIAP activ	1	0.9	x	x	0.89	1.2	1	0.95	0.89	x
SENP8 inh	19	7	-2	10	21	1	23	7	-36	17
MPTP block	-2.4	-1.7	-0.2	0.9	3.7	0.6	1.1	0.4	0.0	-0.9

# (further entries)
(25) C#CCn1cc[n+](CC(=O)N(C)C)c1
(26) COC(=O)C1N[C@@H]([C@@H](NC(=O)COc2ccccc2)C(=O)NCc2ccsc2)SC1(C)C (some centres not stated)
(27) Cc1c(NN=C(C#N)C#N)c(=O)n(-c2ccccc2)n1C
(28) CC(C)NCC(=O)NC12CC3CC(CC(C3)C1)C2
(29) COc1ccc(C(C)=O)cc1COc1cccc2c1OC(C)(C)C2
(30) Cc1cccc(C(=O)N2CC3(C)CC2CC(C)(C)C3)c1 (configuration not stated)
(31) O=C(Nc1ccc2c(c1)OCO2)c1cc(Cl)ccn1
(32) Cc1cc(C)n(-c2nc(SCCN3CCOCC3)c3c4c(sc3n2)CCCC4)n1
Compound	25	26	27	28	29	30	31	32
SENP1 inh	0	3	46*	2	-7	1	4	0
NR3A LBD binder	1	-1	1	1	4	-5	-1	-3
SENP6 inh	-19	-22	-22	-9	4	-5	84*	x
PfGluPho inh	-7	-9	14	-21	12	-19	20	20
ATG4B inhibitor	-3	6	-6	-2	-10	7	-6	5
hIAP activ	1.1	0.93	0.89	1.1	0.92	0.86	0.93	x
SENP8 inh	12	9	9	14	1	7	4	-18
MPTP block	-0.1	-0.9	-0.4	-1.3	-2.0	0.4	-1.9	2.0

(33) Nc1sc2c(c1C(=O)c1ccccc1)CCCC2
(34) O=C1CC(N2CCOCC2)C(=O)N1Cc1ccc(N2CCCC2=O)cc1 (configuration not stated)
(35) CSc1nc(C)cc(/C=C\c2ccccc2)c1C#N
(36) Cc1cc(C)n(-c2nc3ccccc3nc2NCCc2ccccc2)n1
(37) Nc1nc(CN2CCCCCC2)nc(Nc2ccc(F)cc2)n1
(38) O=C(COC(=O)CNC(=O)C12CC3CC(CC(C3)C1)C2)Nc1ccccc1
(39) O=C(NC1CCCC1)C1CCC(CNS(=O)(=O)c2cccs2)CC1 (configuration not stated)
(40) CN(Cc1nccn1C)C(=O)CC1C(=O)NCCN1CC(c1ccccc1)c1ccccc1 (configuration not stated)
Compound	33	34	35	36	37	38	39	40
SENP1 inh	0	1	0	-19	-11	-2	1	-6
NR3A LBD binder	3	2	-6	1	3	5	3	-5
SENP6 inh	-7	8	-2	2	-7	-1	-5	-6
PfGluPho inh	53	6	2	28	0	-2	2	-9
ATG4B inhibitor	-2	-12	6	-1	-7	-12	-2	-6
hIAP activ	0.89	1	0.9	0.8	1.5	1	0.79	1
SENP8 inh	6	6	-266	-382	7	8	6	-48
MPTP block	1.3	-3.4	0.8	6.4	-2.9	-0.8	7.3	-0.3

(41) O=S(=O)(Nc1ccc(O)cc1)c1cccc2cccnc12
(42) CC(C)=CC(=O)N1CCC(n2nccc2NC(=O)CCc2ccccc2)CC1
(43) Cc1ccc(-c2ccc(=O)n(CC(=O)NCCC(C)C)n2)cc1
(44) Cc1sc(NC(=O)c2ccco2)nc1-c1ccccc1
(45) COc1cccc(N2CC(=O)N(NC(=O)c3sc4nc(C)cc(C)c4c3N)CC2=O)c1
(46) CCN(CC(=O)Nc1ccc2c(c1)OCCO2)C(=O)C1CC(=O)N(c2ccc(OC)cc2OC)C1 (configuration not stated)
(47) Cc1ccc(S(=O)(=O)NCC(=O)N(CC(=O)NCc2ccco2)Cc2ccc3c(c2)OCO3)cc1
(48) Cc1ccc(/C=N/NC(=O)Cn2nccc2C)o1
Compound	41	42	43	44	45	46	47	48
SENP1 inh	6	0	-2	2	-28	3	0	1
NR3A LBD binder	2	3	0	-2	0	0	-2	-1
SENP6 inh	-6	-7	-1	51*	-15	-4	-8	0
PfGluPho inh	-5	-11	-6	3	31	6	-4	-14
ATG4B inhibitor	-7	3	3	7	-5	-4	3	-6
hIAP activ	1	1.2	1.1	0.96	1	0.97	1.1	0.8
SENP8 inh	4	8	-32	-381	-431	6	7	31
MPTP block	-0.2	-1.8	0.0	1.4	1.0	-1.9	0.4	0.7

(49) N#Cc1cccc(NS(=O)(=O)c2ccccc2Cl)c1
(50) CC(C)CN(CCNC(=O)CC1Oc2ccccc2NC1=O)CC(C)C (configuration not stated)
(51) CN(C)C(=O)N(CCCN1CCOCC1)Cc1cccc2ccccc12
(52) CC1CCCC(NC(=O)COC(=O)c2ccc3ncsc3c2)C1C (configuration not stated)
(53) Cc1ccc(SCC(=O)Nc2ccccc2C(=O)N2CCOCC2)cc1
(54) Clc1ccc(C2=NN(c3ccccc3)C(c3ccco3)C2)cc1 (configuration not stated)
(55) COC(=O)C1=C(C(=O)OC)[C@@H]2N(C)c3ccc(OC)cc3[C@@]23C[C@@H](C(=O)OC)N(C(=O)c2cc(C)oc2C)C3=N1
(56) CC12CCC(C)(c3nc4ccccc4nc31)C2(C)C
Compound	49	50	51	52	53	54	55	56
SENP1 inh	1	-1	2	-6	0	-41	x	0
NR3A LBD binder	2	-1	-2	-2	-6	1	-1	-2
SENP6 inh	6	-1	-1	9	-6	-17	-5	-14
PfGluPho inh	-25	20	-19	-9	-8	28	18	3
ATG4B inhibitor	-11	-8	3	4	0	-9	-2	2
hIAP activ	0.99	1	1	1.1	1	0.87	0.92	0.9
SENP8 inh	12	6	20	10	7	-426	x	16
MPTP block	-0.1	-1.4	-0.6	-0.7	18	1.2	x	-2.3

(57) Cc1cnc(NC(=O)CSc2ncc(-c3ccccc3)n2Cc2ccco2)s1
(58) O=C(Cc1nnc(NC(=O)Nc2ccc(F)cc2)s1)NCc1ccccc1
(59) COc1ccc(C(CC(=O)c2ccc3c(c2)OCO3)C(=O)O)cc1OC (configuration not stated)
(60) CC1CC(C)(C)NC(=S)N1CCC(=O)NCc1ccc(F)cc1 (configuration not stated)
(61) Cc1noc(C(=O)N2CCN(Cc3ccc4c(c3)OCO4)CC2)c1Cl
Compound	57	58	59	60	61
SENP1 inh	2	-4	1	2	1
NR3A LBD binder	-3	-7	x	0	1
SENP6 inh	-5	-2	x	-8	-13
PfGluPho inh	-6	-5	-10	-14	-1
ATG4B inhibitor	6	0	x	0	-11
hIAP activ	1.2	0.94	x	1.1	1.2
SENP8 inh	15	5	3	16	11
MPTP block	3.0	1.9	0.0	-1.0	-2.1
